Screens: PubChem, several laboratories
PKA-R1A act – activators of PKA-R1A complex. P00514+P68181. PKA-R1A dissociation, Cy5-IP20 fluorescence polarization; scaled: DMSO 0%, 113 µM cGMP 100%. activation, % at 11.4 µM. 340,000 tested, 0.083% active. AID 504707;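 active means percent activation above the mean of all tested compounds plus 3 SD, cut at about 19% in these data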;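 further: higher means more PKAc released from R1A so a rise in polarization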
V-ATPase pH – yeast V-ATPase proton transport regulation by pHLuorin; S. cerevisiae, pHLuorin cytosolic pH fluorescence; response, % at 10 µM; 350,000 tested, 0.37% active; in the data active means response mostly above about 7.3%, no sharp cut-off; inactive means mostly below about 5.4%; further: actives read high; inactives centre near 0; some compounds called inactive have numbers as strong as hits; reference of the scale not given here
HTR5A ag ctr – counter-screen for OPRM1-OPRD1 agonists: human HTR5A agonism. HTR5A agonist assay, luminescence, cell-based. P47898. AID 504692. activation, % at 9.3 µM. 340,000 tested, 0.61% active; in the data active means activation mostly above about 9.5%, no sharp cut-off; inactive means mostly below about 7.6%;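 further: 0% = cells with vehicle only and 100% = reference agonist; strong numbers were not always called active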
Target sequence (P47898 whole entry, looked up): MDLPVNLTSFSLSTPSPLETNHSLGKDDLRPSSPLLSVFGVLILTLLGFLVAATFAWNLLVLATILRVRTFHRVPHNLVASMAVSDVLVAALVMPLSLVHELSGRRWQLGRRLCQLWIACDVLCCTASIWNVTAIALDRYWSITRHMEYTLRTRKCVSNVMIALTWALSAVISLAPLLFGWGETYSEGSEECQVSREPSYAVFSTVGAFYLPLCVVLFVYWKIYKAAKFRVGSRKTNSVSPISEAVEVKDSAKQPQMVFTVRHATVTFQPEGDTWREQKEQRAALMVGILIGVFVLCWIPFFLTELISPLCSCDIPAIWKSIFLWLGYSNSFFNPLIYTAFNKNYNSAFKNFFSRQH
Pemphigus Ab inh – inhibitors of pemphigus antibody binding to human desmoglein-3 | DSG3-coupled beads, scFv-anti-DSG3-GFP binding, flow cytometry; active compounds read low | binding (percent of control), % at 10 µM | 310,000 tested, 0.48% active;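 active means binding more than 3 SD below its plate's average and above zero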;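 further: hits lower antibody fragment binding to DSG3; some compounds called inactive have numbers as strong as hits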
Arr AP2 block – human beta-arrestin and AP2 interaction inhibition | FITC-arrestin peptide / GST-AP2 beads, flow cytometry; AP2 beta2 appendage carries R879A mutation | inhibition, % at 10 µM | 340,000 tested, 0.31% active | AID 504490;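 active means inhibition above a set limit, near 3 SD of compounds lacking own fluorescence, cut at about 54% in these data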;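 further: plate controls were DMSO wells for no effect and 5 µM unlabelled arrestin peptide for full effect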
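Material – AP2 appendage R879A on GSH beads · Buffer or medium – PBS with 0.05% Tween 20 and 0.1% BSA · Probe or stimulus – fluorescein-tagged arrestin peptide at 50 nM final · Incubation – compound with beads 12 min RT, then probe 1 h RT · Detection – high-throughput flow cytometry of beads, ex 488, em 535 nm · Evaluation – percent response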
MOR-DOR ag – OPRM1-OPRD1 heterodimerization agonism | cells, luminescence | P35372+P41143 | 340,000 tested, 0.3% active | activation, % at 9.3 µM; in the data active means activation above about 18%;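 further: 0% = vehicle-treated cells and 100% = reference agonist; values of inactives mirror those of a sister screen read the other way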
MOR-DOR inv ag – inverse agonist of human OPRM1-OPRD1 heterodimerization; P35372+P41143; cell-based MOR-DOR heterodimer luminescence, inverse agonism; inhibition, % at 9.3 µM; 340,000 tested, 0.21% active; AID 504357; in the data active means inhibition above about 22%, passing the limit was not always enough;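 further: 0% = cells with DMSO and 100% = wells without cells with DMSO; values of inactives mirror those of a sister screen read the other way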
PKA-R2B activ – activates the human PKA-R2B holoenzyme complex | 340,000 tested, 0.079% active | activation, % at 11.4 µM | PKA-R2B holoenzyme dissociation, Cy5-IP20 fluorescence polarization; R2B truncated from residue 108, S112A mutant; 0% DMSO only, 100% 113 µM cGMP | P22694+P31323;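 active means activation above a cutoff set at the mean over all compounds plus 3 SD, cut at about 18% in these data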;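 further: higher means more holoenzyme dissociation and a rise in polarization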
HTR5A inv ctr – inverse agonist of human HTR5A in OPRM1-OPRD1 counter-screen; P47898; inhibition, % at 9.3 µM; 340,000 tested, 0.083% active; HTR5A cell line, luminescence, inverse agonism; in the data active means inhibition mostly above about 23%, no sharp cut-off; inactive means mostly below about 18%;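 further: 0% = cells with DMSO and 100% = no-cell wells with DMSO; some compounds called inactive have numbers as strong as hits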
DAGLB inhibitor – diacylglycerol lipase beta (human) inhibition; Q8NCG7; HEK293T DAGLB membrane lysate, EnzChek fluorogenic substrate; inhibition, % at 5.17 µM; 340,000 tested, 0.059% active; AID 504411; in the data active means inhibition above about 34%;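 further: 0% = enzyme with vehicle and 100% = wells lacking enzyme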
Target sequence (Q8NCG7 whole entry, looked up): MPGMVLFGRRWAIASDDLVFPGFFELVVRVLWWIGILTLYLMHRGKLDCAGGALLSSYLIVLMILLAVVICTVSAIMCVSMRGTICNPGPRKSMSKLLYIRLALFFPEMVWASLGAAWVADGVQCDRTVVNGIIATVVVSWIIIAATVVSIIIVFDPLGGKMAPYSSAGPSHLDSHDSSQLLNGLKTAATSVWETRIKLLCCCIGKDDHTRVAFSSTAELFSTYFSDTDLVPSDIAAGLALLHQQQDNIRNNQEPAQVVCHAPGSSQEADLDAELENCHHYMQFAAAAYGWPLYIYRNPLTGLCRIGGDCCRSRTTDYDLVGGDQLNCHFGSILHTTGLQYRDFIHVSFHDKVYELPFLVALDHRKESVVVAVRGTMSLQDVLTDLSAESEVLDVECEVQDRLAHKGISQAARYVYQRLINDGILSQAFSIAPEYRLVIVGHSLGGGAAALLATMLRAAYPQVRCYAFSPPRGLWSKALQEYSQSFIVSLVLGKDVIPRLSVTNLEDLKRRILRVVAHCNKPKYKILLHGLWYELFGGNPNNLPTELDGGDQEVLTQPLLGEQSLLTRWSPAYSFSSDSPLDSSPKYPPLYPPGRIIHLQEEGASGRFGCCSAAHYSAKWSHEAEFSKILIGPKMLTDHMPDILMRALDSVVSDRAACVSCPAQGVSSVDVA
Active calls of the source: *; . = not tested or not shown.

SMILES	PKA-R1A act	V-ATPase pH	HTR5A ag ctr	Pemphigus Ab inh	Arr AP2 block	MOR-DOR ag	MOR-DOR inv ag	PKA-R2B activ	HTR5A inv ctr	DAGLB inhibitor
O=C(c1ccc(NS(=O)(=O)c2ccc3[nH]c(=O)[nH]c3c2)cc1)N1CCN(c2ccccc2)CC1	4	0	1	.	-2	-2.5	10	-10	-2	1
O=C(COC(=O)C1CCN(S(=O)(=O)c2cccs2)CC1)Nc1ccccc1	8	1	7	100	-20	-3.0	14	-5	1	-2
CC1=C(C)CC2(SC1)C(=O)N(c1ccccc1)N=C2N (stereo not drawn)	-7	-4	-1	103	-1	-1.8	10	-2	3	0
O=C(CCN1C(=O)c2ccccc2C1=O)NCc1ccc(F)cc1	-4	-3	1	95	5	-2.2	10	1	-2	-1
O=C(NCc1cccnc1)c1ccc(Br)o1	-6	-2	-9	106	-9	-3.6	19	-10	23	0
O=C(NCC(=O)N1CCc2ccccc2C1)c1ccccc1Cl	1	-8	2	94	27	-3.4	16	4	-9	-2
O=C(CN1C2=NCCCN2c2ccccc21)c1cccc(Br)c1	7	-2	0	101	6	-1.8	10	-1	-25	0
CC1(C)N=C(N)N=C(N)N1c1cccc(CN)c1	-1	1	3	118	7	-2.1	11	3	14	-1
O=C(Cc1cccs1)Nc1ccc(F)c(F)c1	-3	2	-5	115	0	0.0	0	0	8	-1
COc1cc(OC)c(NC(=O)CN(C)S(=O)(=O)c2ccc(-c3ccc(=O)[nH]n3)s2)cc1Cl	-8	4	-1	106	7	0.3	-2	-3	9	-4
FC(F)(F)c1cccc(CN2CCSCC2)c1	9	-5	6	106	-6	-1.8	10	-2	-2	-2
Cc1ccccc1NC(=O)NCCCN1CCN(C)CC1	6	3	2	105	-7	-2.0	10	-9	-7	-1
O=C(Nc1ccc(Cl)cc1)ON=C1CCCC1	0	6	4	121	-13	1.9	-10	-10	-32	1
COC(=O)C(C(=O)OC)[C@@H]1C=C[C@H](C[N+](=O)[O-])N(C(C)=O)C1	-3	-1	5	94	0	-2.1	10	2	-20	-2
CN(CCc1ccccc1)C(=O)c1ccc(NC(=O)Cc2cccc(NC(=O)C3CCN(C(=O)C4CCCCC4)CC3)c2)cc1	-4	1	1	105	-12	-1.5	7	4	-2	-1
COc1ccc(-c2ccnc(-c3ccc(O)cc3)n2)cc1	-8	0	3	103	44	-1.7	9	-6	-9	-9
Cn1nnnc1Sc1c(Cl)cccc1[N+](=O)[O-]	-10	7.8*	-3	93	2	2.4	-17	0	10	0
CCOC(=O)C1CCCNC1=O (stereo not drawn)	-2	-2	1	.	37	-2.0	10	-3	-26	0
Cc1ccc(S(=O)(=O)/N=C(/c2ccc(F)cc2)N2CCCCC2)cc1	9	-4	-5	110	-1	-1.9	10	2	13	-2
Cn1cc(C(=O)N/N=C/c2cccc(O)c2)ccc1=O	-11	-3	2	78	31	-1.4	8	2	-4	-2

Taken from above.
`Cc1ccc(S(=O)(=O)/N=C(/c2ccc(F)cc2)N2CCCCC2)cc1` @ PKA-R1A act = 9
`O=C(Nc1ccc(Cl)cc1)ON=C1CCCC1` @ Arr AP2 block = -13
`FC(F)(F)c1cccc(CN2CCSCC2)c1` @ DAGLB inhibitor = -2

(list continues)
SMILES	PKA-R1A act	V-ATPase pH	HTR5A ag ctr	Pemphigus Ab inh	Arr AP2 block	MOR-DOR ag	MOR-DOR inv ag	PKA-R2B activ	HTR5A inv ctr	DAGLB inhibitor
COc1cc(C2C(C#N)=C(N)Oc3c2c(-c2ccccc2)nn3-c2ccccc2)cc(OC)c1OC (stereo not drawn)	-9	2	-2	93	4	-0.8	6	-8	10	17
Cc1ccc(/C(N)=N/OC(=O)Cc2cccc3ccccc23)cc1	2	4	3	22	-7	0.2	-2	-8	-30	-8
c1cncc(-c2nc(NCCCn3ccnc3)c3ccccc3n2)c1	9	-1	-5	101	-9	-3.1	17	-10	14	1
COc1ccc(C(=O)n2nc(C)c(Br)c2C)cc1	-3	-5	-1	.	12	3.0	-19	1	-11	-21
COc1ccc(-n2nc3c(c2NC(=O)CBr)CSC3)cc1	-7	8	4	.	5	0.6	-3	-12	-15	0
Cc1ccc(OCC(=O)N2CCc3ccccc32)c([N+](=O)[O-])n1	3	-3	5	103	-27	-1.1	6	-9	-13	-1
CCCN(C)C[C@@H]1Oc2ncc(Br)cc2C(=O)N([C@@H](C)CO)C[C@H]1C	3	0	.	104	.	.	.	20*	.	-4
CN(c1ccccc1C(=O)NC1CC2CCC1C2)S(=O)(=O)c1ccccc1 (stereo not drawn)	-5	3	-1	38*	9	-2.2	12	-10	15	-1
Cc1cc(C)c2sc(N(CCCN(C)C)C(=O)c3ccc(S(=O)(=O)N(C)C4CCCCC4)cc3)nc2c1	0	0	3	112	57*	8.7	-56	4	-8	-2
Cc1c(C(=O)OCC(O)=C(C#N)c2nc3ccccc3[nH]2)oc2ccc(Br)cc12	-1	-7	5	92	10	-1.8	9	-11	-18	-1
COc1ccc2oc(=O)c(-c3csc(Nc4ccc(O)cc4)n3)cc2c1	-5	-5	11	90	18	0.2	-1	-11	-44	5
O=C(Nc1ccc2c(c1)OCO2)C1Cc2ccccc2CN1S(=O)(=O)c1cccs1 (stereo not drawn)	3	0	5	.	5	-1.2	7	-9	-66	-2
CC1CC(C)CN(C(=O)COC(=O)c2cc3ccccc3oc2=O)C1 (stereo not drawn)	-6	-1	1	96	38	-2.7	14	2	-4	1
COc1ccccc1NC(=O)c1sc2nc(Cc3ccccc3)cc(C(F)(F)F)c2c1N	9	0	-1	94	31	0.8	-4	-1	-7	0
O=C(NCCCN1CCOCC1)c1ccc(Cl)c(S(=O)(=O)N2CCCCCC2)c1	-13	5	1	101	-2	-2.2	10	-5	-3	2
COc1ccccc1C(=O)COC(=O)CCCN=C1NS(=O)(=O)c2ccccc21	-11	-3	-1	104	8	-3.6	19	-12	4	2
COc1cccc(CN2CCN(c3ccc(F)cc3)C2=O)c1	-7	-3	0	105	5	-2.0	9	6	-1	-2
O/N=C/c1ccccc1OCc1ccccc1Cl	-11	1	2	105	-7	3.1	-17	6	-8	-4
O=C(O)c1cccc(N/N=C(\N=Nc2ccccc2)c2ccccc2)c1	-22	1	-1	.	5	-4.5	25	-8	24	21
Cc1cc(C)n(-c2nnc(C)n2/N=C/c2ccc(O)cc2)n1	4	1	3	104	35	-2.7	14	-15	0	-3
COc1ccc(CCNS(=O)(=O)c2ccc3[nH]c(=O)[nH]c3c2)cc1	-2	3	-2	94	-9	1.8	-9	-1	7	-3
C/C=C\C=C\C(=O)N1CC2(CC(c3cccc(NC(=O)COc4ccc(Cl)cc4)c3)=NO2)C[C@H]1C(N)=O (stereo partly drawn)	1	1	7	96	.	1.5	-9	-2	-20	-3
CC(C)c1cccc(C(C)C)c1NC(=O)COC(=O)c1ccc(OCC(=O)Nc2cccc(C(F)(F)F)c2)cc1	1	-3	0	121	13	-0.1	1	-11	-24	-14
CCOc1ccc(S(=O)(=O)NCCC(=O)NCc2ccncc2)cc1	0	-5	3	96	4	-1.7	11	-15	0	3
COC(=O)c1ccccc1N(C)C(=O)C12CCC(C)(C(=O)O1)C2(C)C (stereo not drawn)	-17	0	-2	.	2	-0.8	3	0	5	-8
C#CCOCCOCCOCCNc1nc(N2CCN(C(=O)CCCCCCCCCCNC(=O)[C@@H](CCC(=O)O)n3cc(CCCCCN)nn3)CC2)nc(N2CCN(C(=O)CCCCCCCCCCNC(=O)[C@H](CO)n3cc(CCCCCN)nn3)CC2)n1	3	-3	1	106	-5	-1.7	10	3	-29	1
Cc1cc(C)cc(N(CC(=O)Nc2cccc(C)c2C)S(=O)(=O)c2c(C)[nH]c(=O)[nH]c2=O)c1	-11	-2	-4	101	5	-3.4	18	-10	12	2
CC1(C)C(=O)Nc2ccccc2N1C(=O)COC(=O)CNS(=O)(=O)c1ccc(F)c(F)c1F	-17	1	-1	.	-7	-2.2	9	7	2	4
Cc1cccc2c(SCC(N)=O)nc(-c3ccccc3)nc12	9	2	0	111	-6	0.9	-5	6	2	-4
CC(C)NC(=O)CCn1nc(-c2ccc(Cl)cc2)c2ccccc2c1=O	5	2	5	.	20	-2.0	10	1	-9	-3
O=C(NCc1cccnc1)c1ccc(NS(=O)(=O)c2cccc([N+](=O)[O-])c2)cc1	-5	6	1	114	16	-1.7	9	-1	-2	0
CCC(C)(C)n1nnnc1C(c1ccc(OC)c(OC)c1)N1CCN(C(=O)c2ccco2)CC1 (stereo not drawn)	-10	-1	3	96	38	1.1	-7	6	18	-1
Cc1cc(C)nc(SCc2nnc(SCC(=O)N3CCCc4ccccc43)n2C)n1	8	5	-4	97	9	0.4	-2	10	-16	-5
Cc1ccc(NC(=O)c2nc[nH]c2C(=O)N2CCc3ccccc3C2)cc1	0	1	-1	102	6	-2.1	11	4	3	-5
O=C(NNS(=O)(=O)c1ccc(F)cc1F)C1Cc2c(ccc3ccccc23)O1 (stereo not drawn)	-13	5	4	.	-2	-0.5	3	-1	-12	1
O=C(CSc1nccc(=O)[nH]1)Nc1ccc2ccccc2c1	2	2	-1	104	19	-0.2	1	7	2	4
COc1ccc(-c2[nH]ncc2-c2ccc(Cl)cc2)c(O)c1	8	6	1	96	9	15	-83	-7	-4	1
O=C(O)c1ccc(N/N=C/c2ccc(-c3ccccc3)cc2)cc1	-3	-3	13*	114	9	-1.3	7	6	-10	4
COc1ccc(-c2nsc3c(N4CCCCC4C)ncnc23)cc1 (stereo not drawn)	3	2	4	102	7	1.2	-6	-3	9	-13
Cc1ccc2nc(SCC(=O)N3CCCC3)[nH]c2c1	-9	0	4	98	15	-0.8	4	4	6	0
COc1ccc(OCC(O)CNC(=O)c2ccccc2)cc1 (stereo not drawn)	-2	-1	3	.	14	-2.4	12	1	13	-3
CC(C)(C)c1ccc(/C=C/C(=O)NC2CCS(=O)(=O)C2)cc1 (stereo not drawn)	1	0	0	103	6	-1.6	8	-8	0	0
Cc1cc(NC(=O)Cn2nc(C(F)(F)F)c3c2CCC3)no1	-9	-2	-2	107	-3	-1.2	5	-6	18	-2
O=C(Nc1ccc(Cl)cc1C(F)(F)F)c1ccccc1	-6	1	-1	97	.	-0.9	6	-7	20	-4
Cc1ccc(C)c(NC(=O)c2ccc3c(c2)CCN3S(C)(=O)=O)c1	-1	-4	.	109	.	.	.	0	.	0
CCOc1ccc(CNC(=O)NS(=O)(=O)c2ccc(OC)cc2)cc1	4	5	15*	106	3	1.0	-5	1	-50	0
CCn1c(C)c(C(C)=O)c(NCc2ccccc2)nc1=S	-6	-3	2	134	6	1.0	-5	1	-1	-1
CCn1c(SCC(=O)N2CCCC2)nnc1-c1ccc(N)cc1	-1	3	-6	152	-38	-1.3	6	6	14	-4
